# Screening data from PubChem BioAssay.
# human PMI inhibitors: human PMI inhibitors, high substrate, primary screen, biochemical, fluorescence intensity, high mannose 6-phosphate (AID 1220); recombinant PMI enzyme, coupled fluorescence intensity; higher % means a stronger effect; inhibition, % at 20 µM; hits with a dose series show IC50 in µM; 190,000 compounds, 0.66% hits
# KOR beta-arrestin-1: kappa opioid receptor activators – cell-based, luminescence, uHTS, primary screen (AID 1777); KOR beta-arrestin recruitment, luminescence; higher % means a stronger effect; activation, % at 10 µM; hits with a dose series show EC50 in µM; 280,000 compounds, 0.02% hits; in the data active = activation above about 50%, passing the limit was not always enough; also: a part of the inactive calls stands beside numbers as strong as those of hits
# TNAP activation fold: human TNAP enzyme activators, primary screen, biochemical, luminescent, no phosphate acceptor, uHTS (AID 1001) | purified TNAP, luminescent activation assay, no phosphate acceptor; higher activation fold means a stronger effect | activation fold at 20 µM; hits with a dose series show EC50 in µM | 200,000 compounds, 0.03% hits; in the data active = activation fold from about 3, or a potency from the dose series; inactive = the rest, 99 in 100 with activation fold below about 1.6; also: many of its hits are not listed in these tables
# KOR beta-arrestin-2: KOR antagonists, beta-arrestin recruitment, cell-based, luminescence, uHTS (AID 1778); inhibition, % at 10 µM, or IC50 in µM where a hit was titrated; 290,000 compounds, 0.091% hits; KOR beta-arrestin recruitment, luminescence, antagonist mode; higher % means a stronger effect; also: strong numbers were not always called active
# human PMI inhibition: MPI enzyme activity inhibition – biochemical, fluorescence intensity, coupled assay, primary screen (AID 1209); purified PMI enzyme, coupled fluorescence intensity; higher % means a stronger effect; inhibition, % at 20 µM, or IC50 in µM where a hit was titrated; 190,000 compounds, 0.42% hits;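 also: plate controls were DMSO vehicle for no effect and wells lacking substrate for full effect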
# HEK293 NOD2/NF-kB: NOD2 signaling inhibitors, cell-based, luminescence, uHTS, HEK293 (AID 1566); inhibition, % at 4 µM, or EC50 in µM where a hit was titrated; 290,000 compounds, 0.63% hits; HEK293 NOD2/NF-kB luciferase reporter, luminescence; higher % means a stronger effect; also: many of its hits are not listed in these tables
# XIAP displacement: XIAP antagonists, biochemical, IAP family, fluorescence polarization (AID 1018); one-dose displacement, % at 20 µM; IC50 in µM for titrated hits; XIAP BIR domain, fluorescence polarization peptide displacement; higher % means a stronger effect; 200,000 compounds, 0.007% hits; in the data active = displacement above about 50%; also: a part of the inactive calls stands beside numbers as strong as those of hits
# NOD1 inhibition: NOD1 signaling inhibitors, primary screen, cell-based, luminescence, uHTS (AID 1578); NOD1-driven NF-kB luciferase reporter cells, luminescence; higher % means a stronger effect; inhibition, % at 4 µM, or EC50 in µM where a hit was titrated; 290,000 compounds, 1% hits; in the data active = inhibition mostly above about 36%, no sharp cut-off; inactive = mostly below about 34%;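 also: HEK-293T reporter cells stimulated with the NOD1 agonist gamma-tri-DAP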
# LYP inhibition: PTPN22 lymphoid phosphatase activity blockers – biochemical, fluorescence intensity, uHTS (AID 1779); recombinant LYP phosphatase, fluorescence intensity; higher % means a stronger effect; inhibition, % at 11.5 µM, or IC50 in µM where a hit was titrated; 290,000 compounds, 0.054% hits;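 also: plate controls were vehicle with enzyme for no effect and no enzyme for full effect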
# * hit, by the source's call; / = no result given; [ ] = remark or other dose. Rule as the data show it, unless noted: active = inhibition above about 50%; inactive = the rest. Some of the compounds tested; rates above refer to the full screens.
# Sample of the layout, four compounds:
SMILES,human PMI inhibitors,KOR beta-arrestin-1,TNAP activation fold,KOR beta-arrestin-2,human PMI inhibition,HEK293 NOD2/NF-kB,XIAP displacement,NOD1 inhibition,LYP inhibition
Cc1ccc(S(=O)(=O)N2CCCC2C(=O)NCc2ccco2)cc1 (configuration not stated),11%,10%,1.1,-27%,13%,6%,-8.6%,3%,-2%
Cc1cccc(C)c1NC(=O)CN(C)CC(=O)Nc1ccccc1Oc1ccccc1,3%,0.8%,1.1,-17%,0%,-25%,-11%,-29%,3%
O=C(COC(=O)COc1ccc2ccccc2c1)NC1CCCc2ccccc21 (configuration not stated),4%,-1.1%,1.2,8%,3%,-11%,-4.0%,-18%,-5%
COC(=O)N/N=C(\C)c1ccccc1Br,-12%,1.7%,1.1,-24%,-1%,2%,1.8%,8%,-6%

# Main list, from the first entry:
SMILES,human PMI inhibitors,KOR beta-arrestin-1,TNAP activation fold,KOR beta-arrestin-2,human PMI inhibition,HEK293 NOD2/NF-kB,XIAP displacement,NOD1 inhibition,LYP inhibition
Cc1ccc(S(=O)(=O)N2CCCC2C(=O)NCc2ccco2)cc1 (configuration not stated),11%,10%,1.1,-27%,13%,6%,-8.6%,3%,-2%
Cc1cccc(C)c1NC(=O)CN(C)CC(=O)Nc1ccccc1Oc1ccccc1,3%,0.8%,1.1,-17%,0%,-25%,-11%,-29%,3%
O=C(COC(=O)COc1ccc2ccccc2c1)NC1CCCc2ccccc21 (configuration not stated),4%,-1.1%,1.2,8%,3%,-11%,-4.0%,-18%,-5%
COC(=O)N/N=C(\C)c1ccccc1Br,-12%,1.7%,1.1,-24%,-1%,2%,1.8%,8%,-6%
COc1ccc(N2CC(C(=O)Nc3ccc(S(=O)(=O)N4CCOCC4)cc3)CC2=O)cc1 (configuration not stated),-2%,0.3%,1.1,-2%,1%,1%,-1.6%,-35%,-4%
CCCS(=O)(=O)c1nc(S(=O)(=O)c2ccc(C)cc2)c(N2CCC3(CC2)OCCO3)s1,/,0.5%,/,-15%,/,13%,/,-6%,-4%
O=C(CCCOc1ccc(Cl)cc1Cl)N/N=C/c1ccc(Cl)cc1,5%,-0.6%,1,-10%,11%,-32%,-2.8%,26%,0%
O=C(c1ccc(C(F)(F)F)cc1)C1CCCN(Cc2cccn2-c2ncccn2)C1 (configuration not stated),3%,/,1,8%[20 µM],3%,21%,-4.7%,-21%,-12%
CCOc1[nH]n(-c2ccccc2)c(=O)c1C=NCC(=O)OC,-6%,2.0%,1.1,-26%,-5%,10%,-6.2%,-37%,2%
O=C(NCc1ccncc1)c1ccc(Cl)c(S(=O)(=O)N2CCOCC2)c1,0%,5.8%,1.1,-36%,0%,-1%,-4.0%,-14%,-3%
Cc1c(C(=O)O)cccc1-c1ccc(/C=N/n2cnnc2)o1,/,-6.2%,/,30%,/,11%,/,8%,-5%
O=C(COC(=O)CC(NC(=O)c1ccccc1Cl)c1ccccc1)Nc1cccc(F)c1 (configuration not stated),9%,0.4%,1.1,14%,10%,1%,1.4%,-20%,3%
CCOc1ccccc1NC(=O)C(CC)Sc1nc2ccsc2c(=O)n1CCC(=O)O (configuration not stated),/,1.4%,/,-7%,/,-8%,/,-6%,-5%
CCOc1cnc(-c2ccccc2F)o1,-5%,-4.3%,1.1,4%,-5%,-2%,-5.2%,-31%,-7%
CCOc1ccccc1NC(=O)c1cnccn1,/,-7.9%,/,20%[20 µM],/,9%,/,-24%,-10%
O=C(Cc1nn[nH]n1)NCc1ccccc1Cl,-5%,0.0%,1,-11%,-2%,-21%,-2.7%,-18%,-5%
O=C(Nc1cccc(Cl)c1)Nc1ccc2c(c1)C(=O)OC2,12%,1.5%,1.1,1%,18%,11%,-3.7%,-27%,-3%
CCOC(=O)c1nnn(-c2nonc2NC(C)=O)c1C,0%,-0.8%,1.1,18%,3%,0%,-4.7%,-25%,-3%
O=C(CSc1cccc2cccnc12)OCC(=O)c1ccc(Br)cc1,-1%,0.9%,1.1,-48%,6%,6%,1.4%,3%,-3%
COc1ccc(C(=O)Nc2ccnn2C2CCN(C(=O)c3cccnc3)CC2)cc1,/,-0.8%,/,18%,/,14%,/,-8%,-15%
COc1ccc(NC(=O)c2c(N)no[n+]2[O-])cc1,7%,2.4%,1.1,0%,-7%,-118%,-9.0%,-46%,2%
COc1cccc(C(=O)Nc2c3c(nc4c2CCC4)CCCC3)c1,-6%,3.3%,1.1,31%,-12%,19%,-5.8%,4%,-16%
O=C(/C=C/c1ccccc1Cl)c1ccc(O)cc1,/,-0.4%,/,15%,/,-32%,/,-7%,-4%
CCCSC1=C(C#N)C(c2cccnc2)C(C(=O)OCC)=C(c2ccccc2)N1 (configuration not stated),6%,4.3%,1.1,-22%,0%,8%,-21%,1%,-1%
CCC(=O)Nc1cc(C(=O)O)ccc1Sc1ccc(Cl)cc1,-12%,-4.0%,1.1,15%,-12%,18%,0.7%,-15%,-5%

# The results go on.
SMILES,human PMI inhibitors,KOR beta-arrestin-1,TNAP activation fold,KOR beta-arrestin-2,human PMI inhibition,HEK293 NOD2/NF-kB,XIAP displacement,NOD1 inhibition,LYP inhibition
CC(C)N(Cc1nc(-c2ccc(Cl)cc2)no1)C(=O)/C=C/c1ccccc1,5%,0.0%,1.1,22%,15%,-18%,-6.5%,-15%,-4%
O=C(Nc1ccccc1C(=O)O)c1cc(S(=O)(=O)NCc2ccccc2)ccc1Cl,/,0.1%,/,10%,/,25%,/,13%,-4%
O=C(COC(=O)c1cc(-c2ccccc2Cl)nc2ccccc12)Nc1ncc(C(F)(F)F)cc1Cl,-1%,-1.7%,1.1,26%,10%,-5%,-2.0%,-22%,9%
CS(=O)(=O)N(CC(=O)Nc1ccccc1C(=O)NCc1ccco1)c1ccc2c(c1)OCCO2,-5%,-1.4%,1,-4%,-2%,14%,-2.2%,8%,-7%
COc1cccc(NC(=S)NCc2cccnc2)c1,8%,0.7%,1.1,/,0%,5%,1.5%,-18%,1%
COC(=O)c1cc2ccsc2n1CC(=O)Nc1ccc(N(C)C)cc1,10%,37%,1,-21%,14%,-7%,-4.7%,16%,-7%
Cc1ccc(-n2ncc3c(=O)[nH]cnc32)c(C)c1,12%,4.3%,1.1,-21%,8%,-21%,-3.5%,-25%,-2%
CC(C)C[C@@H]1NC(=O)[C@H](C(C)C)NC(=O)c2cc([N+](=O)[O-])cc(I)c2NCC[C@@H](C(N)=O)NC1=O,-37%,-2.9%,1,1%,-34%,10%,-0.9%,-26%,-6%
O=C(c1ccc2c(c1)N(Cc1ccccc1)CCS2)N1CCCCC1,12%,2.9%,1.1,2%,12%,5%,-0.5%,-2%,1%
COc1cccc(NC(=O)CC(c2ccc(OC(C)C)cc2)c2ccccc2OC)c1 (configuration not stated),-6%,4.2%,1.2,35%,3%,18%,-7.6%,-16%,-7%
O=C(c1ccc(-n2cncn2)c([N+](=O)[O-])c1)N1CCN(c2cccc(Cl)c2)CC1,/,0.3%,/,-14%,/,27%,/,45%,-13%
CCOC(=O)c1sc(NC(=O)c2cccs2)cc1C,-4%,1.2%,1,15%,1%,-145%,-1.9%,-78%,2%
CCN(CC)CCOC(=O)CCc1cccc2ccccc12,-1%,-2.3%,1.1,9%,-2%,6%,-0.3%,-32%,-1%
Cc1cc(N2CCCC2)nc2ccc(NC(=S)NC(C)C)cc12,38%,-4.7%,1,5%,-1%,8%,-2.8%,5%,-6%
Cc1noc(COc2ccccc2OCc2onc(C)c2Cl)c1Cl,11%,-3.8%,1.1,4%,16%,31%,-16%,15%,-6%
O=C(Nc1ccc(N2CCN(C(=O)c3cccs3)CC2)cc1)c1cccnc1Cl,0%,/,1,-1%[20 µM],0%,8%,-2.8%,-23%,-4%
CC(C)CN(CC(C)C)C(=O)Nc1ccccc1F,3%,2.8%,1.1,6%,-1%,-3%,-8.2%,-34%,-6%
CN(C)S(=O)(=O)c1ccc(NC(=S)NC(=O)c2ccc(Br)o2)cc1,8%,-1.5%,0.8,-3%,9%,12%,-5.8%,-9%,-2%
C=CCn1c(SCC(=O)NCc2ccc3c(c2)OCO3)nc2scc(-c3ccc(F)cc3)c2c1=O,-4%,-0.8%,1.2,-16%,-1%,-56%,-1.3%,-108%,4%
Cc1cc(C)n(-c2nnc(C)n2NS(=O)(=O)c2ccc(F)cc2)n1,6%,0.4%,1.1,9%,5%,-8%,-11%,-26%,16%
CC(C)N1CCN(Cc2cnc(N3CCCC3)s2)CC1CCO (configuration not stated),-3%,-1.7%,1.1,1%[20 µM],2%,-2%,-1.8%,-2%,-3%
CC(C)OC(=O)c1nn2c(C(F)(F)F)cc(-c3ccco3)nc2c1Cl,-20%,-2.4%,1.1,-33%,-14%,9%,0.5%,-25%,-1%
CCCCNC(=S)NCc1ccc2c(c1)cc(C)n2C,5%,0.4%,1.1,4%,0%,12%,-5.5%,17%,0%
COc1ccccc1C(=O)NNC(=O)C(=O)NCc1ccccc1,-1%,-9.6%,1.3,-29%[20 µM],6%,24%,-4.2%,-6%,-6%
COc1cc(/C=C\C(=O)Nc2cc(=O)n(C)c(=O)n2C)cc(OC)c1OC,16%,7.7%,1.1,-32%,7%,0%,-7.1%,5%,-2%
CC(C)c1ccc(OCc2ccc(C(=O)O)o2)cc1,/,2.9%,/,32%,/,-146%,/,5%,-3%
COc1ccc(NC(=S)NCc2cccs2)cc1OC,-1%,-4.9%,1.1,0%,-5%,-68%,-4.6%,-13%,-8%
COc1cc(NC(=O)c2cccs2)c(OC)cc1NC(=O)CCC(=O)Nc1cccc2ncccc12,8%,-2.9%,1.1,4%,15%,10%,-4.0%,-50%,-6%
CN(Cc1ccccc1)C1CCCN(C(=O)c2ccc(Cl)s2)C1 (configuration not stated),/,-0.9%,/,-14%,/,4%,/,-24%,-6%
Cc1ccc(NC(=O)COC(=O)Cn2c(C)csc2=O)cc1,-4%,-2.1%,1.1,9%,-6%,14%,0.8%,10%,-9%

# Results in TNAP activation fold (2 entries from above):
Compound | TNAP activation fold
Cc1cc(C)n(-c2nnc(C)n2NS(=O)(=O)c2ccc(F)cc2)n1 | 1.1
CC(C)N1CCN(Cc2cnc(N3CCCC3)s2)CC1CCO (configuration not stated) | 1.1
